HCV inhibitor: qHTS Assay for Inhibitors of Hepatitis C Virus (HCV); AID 651820, 2012; 3.4% of 340,000 active; Huh7.5.1 HCVcc-Cre infection, luciferase reporter, 44 h; Potency, µM (highest dose often 41.8 µM), for the others: top-dose activity change, negative = inhibition, actives largely listed as inhibitors; also: potency is read from the fitted curve at half-maximal effect; % is scaled to controls: 0 for no effect and ±100 for the full control effect
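Whole-lifecycle infectious HCVcc-Cre system; cells 1,000/well, compound then virus (~0.5 moi) added 4 h after plating, 44 h culture. Luciferase read 15 sec following 15 min substrate incubation, room temp.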
Shiga toxin inh: A qHTS for Small Molecule Inhibitors of Shiga Toxin. inhibition, % at 38.7 µM. 9.2% of 290,000 active. AID 2315, 2010. Vero cells, Shiga toxin protein synthesis inhibition reporter; in the data active = inhibition mostly above about 28%, no sharp cut-off; inactive = mostly below about 43%; also: 0% is about no effect
Pf growth 48h: Primary qHTS for delayed death inhibitors of the malarial parasite plastid, 48 hour incubation; P. falciparum luciferase growth in erythrocytes, 48 h; 5.9% of 310,000 active; AID 504832, 2011; Potency, µM (top dose mostly 28.7 µM), for inactives: at the highest dose activity change, negative = inhibition, most hits filed as inhibitors; also: potency is read from the fitted curve at half-maximal effect; % is scaled to controls: 0 for no effect and ±100 for the full control effect
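First compound was added to culture medium, then infected red cells at 0.1% parasitemia and 2% hematocrit (final). After incubation at 37 C under 5% CO2, luciferase detection reagent was dispensed and light output recorded.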
CHX counter: Cycloheximide Counterscreen for Small Molecule Inhibitors of Shiga Toxin | 12% of 300,000 active | cell reporter, cycloheximide protein synthesis inhibition counterscreen | AID 2314, 2010 | max response, %; in the data active = max response mostly above about 13%, no sharp cut-off; inactive = mostly below about 14%; also: read at 38.3 µM for the half of the compounds with a filed dose; 0% is about no effect
Pf growth 96h: Primary qHTS for delayed death inhibitors of the malarial parasite plastid, 96 hour incubation | P. falciparum luciferase reporter growth, 96 h | Potency, µM (doses to about 28.7 µM), for inactives: at the highest dose activity change, negative = inhibition, usual class: inhibitors | 6.9% of 320,000 active | AID 504834, 2011; also: potency is read from the fitted curve at half-maximal effect; % is scaled to controls: 0 for no effect and ±100 for the full control effect
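Cell-based qHTS: luciferase-tagged P. falciparum in erythrocytes (2% hematocrit, 0.05% parasitemia final) incubated with compounds for 96 hours, 37 C, 5% CO2; luciferase detection reagent then added and luminescence measured.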
FBPA Giardia inh: qHTS Assay for Inhibitors of Fructose-1,6-bisphosphate Aldolase from Giardia Lamblia; A8B2U2; purified Giardia FBPA; Potency, µM (highest dose often 59.6 µM), for the others: at the highest dose activity, negative = inhibition, most hits filed as inhibitors; 0.71% of 290,000 active; also: potency is read from the fitted curve at half-maximal effect; % is scaled to controls: 0 for no effect and ±100 for the full control effect; nearly all actives have a fitted effect of over 55% in size
Target sequence (A8B2U2 whole entry, looked up): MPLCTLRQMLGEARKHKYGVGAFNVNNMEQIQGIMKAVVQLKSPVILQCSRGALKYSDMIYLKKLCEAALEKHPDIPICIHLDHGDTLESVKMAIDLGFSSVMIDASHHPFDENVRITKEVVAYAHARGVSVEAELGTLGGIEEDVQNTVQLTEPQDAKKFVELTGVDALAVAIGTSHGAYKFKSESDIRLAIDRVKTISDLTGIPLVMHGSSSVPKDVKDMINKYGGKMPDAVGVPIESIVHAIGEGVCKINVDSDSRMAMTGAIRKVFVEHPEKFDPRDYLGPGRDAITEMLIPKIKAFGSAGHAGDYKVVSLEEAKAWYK
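40 nM FBPA preincubated 10 min at RT with compound (up to 57.5 uM final), then substrate plus GAPDH/TPI/NAD/arsenate coupling and diaphorase/resazurin added. Fluorescence read after 20 min at RT, 525/598 nm.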
Numbers without * were called inactive; & = joins results of further samples; [ ] = dose if it differs, or a comment. Unless noted, calls follow the shape of the dose curve; as a rule, active = well fitted curve in the direction sought with a large enough effect; inconclusive = small, poorly fitted or top-dose-only effect, or another doubt; inactive = no such curve, though single readings can be large; an effect the other way counts as inactive or inconclusive.

For O=C(NCCCn1ccnc1)c1nc(Cn2cc([N+](=O)[O-])cn2)no1 the results were HCV inhibitor 10.4%, Shiga toxin inh -5.2, Pf growth 48h 11.6%, CHX counter -4.5, Pf growth 96h 31.7%[activator] and FBPA Giardia inh -9.3%.
CC(C)CCC[C@@H](C)[C@H]1CC[C@H]2[C@@H]3CC=C4C[C@@H](O)CC[C@]4(C)[C@H]3CC[C@]12C was read as Shiga toxin inh -9.0, Pf growth 48h -2.8%, CHX counter 6.6, Pf growth 96h 13.3% and FBPA Giardia inh 8.8%.
Screening CC(C)CNS(=O)(=O)c1cc2c3c(c1)CC(=O)N3CCC2 returned HCV inhibitor 5.1%, Shiga toxin inh 4.6, Pf growth 48h -24.1%, CHX counter -0.8, Pf growth 96h 0.6% and FBPA Giardia inh 6.5%.
For Nn1c(SCc2ccc(F)cc2)nnc1-c1ccccn1 the results were HCV inhibitor 10.7%, Shiga toxin inh 67.6*, Pf growth 48h 57.5%[activator], CHX counter 34.2*, Pf growth 96h 41.9%[activator] and FBPA Giardia inh 1.4%.
For CCCCN(CC)C(=O)Cn1ncc2c3ccccc3n(CCC)c2c1=O the results were HCV inhibitor -27.6%, Shiga toxin inh 0.2, Pf growth 48h inconclusive, CHX counter -2.5, Pf growth 96h inconclusive and FBPA Giardia inh -3.4%.
Cc1ccc(OCCC(=O)OCC(=O)N2CCN(S(=O)(=O)c3ccc(Cl)cc3)CC2)cc1 was read as HCV inhibitor 2.9%, Pf growth 48h 71.4%[activator] and Pf growth 96h 8.6%.
COc1cc(CN(C)Cc2cccc3ccccc23)cc([N+](=O)[O-])c1O was read as HCV inhibitor 20.9%, Shiga toxin inh -2.4, Pf growth 48h -10.4%, CHX counter -2.5, Pf growth 96h inconclusive and FBPA Giardia inh -14.3%.
For O=C(NNC1CC(=O)N(c2ccc(Cl)cc2)C1=O)c1ccco1 (stereo not drawn) the results were HCV inhibitor 3.2%, Shiga toxin inh 3.7, Pf growth 48h 2.1%, CHX counter 7.2, Pf growth 96h -13.6% and FBPA Giardia inh 2.6%.
`Cc1[nH]nc(SCC(=O)Nc2cccc(O)c2)c1[N+](=O)[O-]` gave HCV inhibitor -0.1%, Shiga toxin inh -3.8, CHX counter 17.0, Pf growth 96h inconclusive and FBPA Giardia inh 2.0%.
`COc1cc(S(=O)(=O)NC2CCCC2)c(OC)cc1C` gave HCV inhibitor -1.9%, Shiga toxin inh -10.0, Pf growth 48h -13.3%, CHX counter 2.8 and Pf growth 96h 35.5%[activator].
Screening COc1ccc(CC(=O)N2CCN(c3ccccn3)CC2)cc1OC returned HCV inhibitor 4.0%, Shiga toxin inh 5.4, Pf growth 48h -11.4%, CHX counter -1.2 and FBPA Giardia inh 4.3%.
For COc1cc(S(=O)(=O)NC2CCCCC2)ccc1F the results were HCV inhibitor -1.7%, Shiga toxin inh -21.6, Pf growth 48h 28.9%, CHX counter 13.1 and FBPA Giardia inh 0.6%.

The last 2 entries of the section above open the next one.
Screening COc1ccc(CC(=O)N2CCN(c3ccccn3)CC2)cc1OC returned HCV inhibitor 4.0%, Shiga toxin inh 5.4, Pf growth 48h -11.4%, CHX counter -1.2 and FBPA Giardia inh 4.3%.
For COc1cc(S(=O)(=O)NC2CCCCC2)ccc1F the results were HCV inhibitor -1.7%, Shiga toxin inh -21.6, Pf growth 48h 28.9%, CHX counter 13.1 and FBPA Giardia inh 0.6%.
Screening CC(=O)Nc1ccccc1OCC(=O)NC(C)c1ccc(F)cc1 (stereo not drawn) returned HCV inhibitor 1.7%, Shiga toxin inh -7.9, Pf growth 48h 9.7%, CHX counter -1.2, Pf growth 96h -7.0% and FBPA Giardia inh 4.1%.
Screening COCCCN1C(=O)c2ccc(C(=O)NCc3ccccn3)cc2C1=O returned HCV inhibitor -1.4%, Shiga toxin inh -3.5, Pf growth 48h 1.9%, CHX counter -4.1 and Pf growth 96h 18.8%.
For COC(=O)Cn1cc(/C=C/[N+](=O)[O-])c2ccccc21 the results were HCV inhibitor inconclusive, Shiga toxin inh -4.3, Pf growth 48h 7.7%[5.75 µM], CHX counter 0.3, Pf growth 96h 19.6% and FBPA Giardia inh -8.2%.
For CCOCCn1c(SCc2ccccc2)nc2c1c(=O)[nH]c(=O)n2C the results were HCV inhibitor 0.4%, Shiga toxin inh -3.0, Pf growth 48h inconclusive, CHX counter -5.7, Pf growth 96h -9.7% and FBPA Giardia inh 3.9%.
Cc1cnc(NC(=O)c2ccc(-c3ccc([N+](=O)[O-])cc3)o2)s1 was read as HCV inhibitor -6.8%, Pf growth 48h inconclusive and Pf growth 96h 6.57µM*.
Cc1nnc(SCC(=O)N2N=C(c3ccc(Cl)cc3)CC2c2ccco2)[nH]c1=O (stereo not drawn) was read as HCV inhibitor -6.2%, Shiga toxin inh 46.5, Pf growth 48h 27.3%, CHX counter 18.3*, Pf growth 96h 39.4%[activator] and FBPA Giardia inh -21.1%.
`O=C(NCCc1ccccc1Cl)C1CCC(=O)N(CCCc2ccccc2)C1` (stereo not drawn) gave HCV inhibitor 11.3%, Shiga toxin inh -7.0, Pf growth 48h 18.0%, CHX counter -1.4, Pf growth 96h inconclusive and FBPA Giardia inh -0.5%.
Screening OCCNCCc1c[nH]c2ccc(OCc3ccccc3)cc12 returned HCV inhibitor -22.9%, Shiga toxin inh -3.8, Pf growth 48h inconclusive, CHX counter -2.3, Pf growth 96h inconclusive and FBPA Giardia inh 5.0%.
For N=c1n(CCN2CCOCC2)c2ccccc2n1CC(=O)c1ccc(Cl)c(Cl)c1 the results were HCV inhibitor inconclusive, Shiga toxin inh 10.6, Pf growth 48h 11.7µM*, CHX counter 24.0*, Pf growth 96h 0.465µM* and FBPA Giardia inh inconclusive.
COc1ccc(OC)c(C(=O)c2c(C)oc3cc([N+](=O)[O-])c(O)c([N+](=O)[O-])c23)c1 was read as HCV inhibitor inconclusive, Shiga toxin inh 27.3, Pf growth 48h -28.2%, CHX counter 5.7, Pf growth 96h inconclusive and FBPA Giardia inh inconclusive.
CN1/C(=C\C=C2C(=O)NC(=S)NC2=O)C(C)(C)c2ccccc21 was read as HCV inhibitor -23.1%, Shiga toxin inh -13.2, Pf growth 48h 16.4%, CHX counter -1.4, Pf growth 96h -6.7% and FBPA Giardia inh -3.7%.
Cc1ccc2nc(-c3ccc(NC(=O)COC(=O)c4ccc(=O)[nH]c4)cc3)sc2c1 was read as HCV inhibitor 0.7%, Shiga toxin inh 61.3*, Pf growth 48h 323.0%[activator], CHX counter 65.2*, Pf growth 96h 15.8% and FBPA Giardia inh -5.7%.
Cc1ccc(S(=O)(=O)N2CCOCC2)cc1C(=O)NCc1ccc2c(c1)OCO2 was read as HCV inhibitor 12.8%, Shiga toxin inh 10.0, Pf growth 48h 3.1%, CHX counter 1.7, Pf growth 96h 21.9% and FBPA Giardia inh 0.0%.
`Cc1ccc(-c2nc3ncccn3c2NC2CCCC2)o1` gave HCV inhibitor inconclusive, Shiga toxin inh -2.3, Pf growth 48h -6.4%, CHX counter -3.1, Pf growth 96h 63.4%[activator] and FBPA Giardia inh -0.1%.
For Cc1ccc(SCCC(=O)Nc2cc(C)on2)cc1 the results were HCV inhibitor 23.3%, Shiga toxin inh -4.4, Pf growth 48h 0.1%, CHX counter 5.3, Pf growth 96h inconclusive and FBPA Giardia inh 14.6%.
`Cc1cccc(C)c1OCc1cc(C(=O)N2CCCC2c2nonc2C)no1` (stereo not drawn) gave HCV inhibitor inconclusive, Shiga toxin inh 17.6, Pf growth 48h inconclusive, CHX counter 40.5 and Pf growth 96h -1.6%.
O=C(CCC(=O)NC1CCCCCCC1)Nc1nnc(C(F)(F)F)s1 was read as HCV inhibitor 6.1%, Shiga toxin inh -10.9, Pf growth 48h -3.3%, CHX counter -2.2 and FBPA Giardia inh 11.7%.
Screening Cc1ccccc1OCc1nc2c3c(ncn2n1)-c1ccccc1CC31CCCC1 returned HCV inhibitor inconclusive, Shiga toxin inh 18.4, Pf growth 48h inconclusive, CHX counter -0.8, Pf growth 96h 5.22µM* and FBPA Giardia inh 4.3%.
For CCC1CCCCN1C(=O)COC(=O)c1ccc(S(=O)(=O)N2CCOCC2)cc1 (stereo not drawn) the results were HCV inhibitor 8.9%, Shiga toxin inh 26.8, Pf growth 48h 17.0%, CHX counter -8.3, Pf growth 96h 59.6%[activator] and FBPA Giardia inh 0.2%.
O=C(NCc1ccco1)c1ccc2c(c1)OCCO2 was read as HCV inhibitor 25.0%, Shiga toxin inh 26.4*, Pf growth 48h 34.9%[activator], CHX counter 23.9*, Pf growth 96h 11.0% and FBPA Giardia inh -0.2%.
Screening O=C(NCCc1cccc(F)c1)[C@@H]1CSC2c3ccccc3C(=O)N21 (stereo partly drawn) returned HCV inhibitor 4.3%, Shiga toxin inh -2.6, Pf growth 48h 8.2%, CHX counter -2.0 and FBPA Giardia inh 7.3%.
Screening CCCOc1ccc(Br)cc1/C=N/NC(=O)c1cc(OC)c(OC)c(OC)c1 returned HCV inhibitor inconclusive, Shiga toxin inh 15.6, Pf growth 48h 31.8%[activator], CHX counter 1.9, Pf growth 96h 41.4%[activator] and FBPA Giardia inh 0.7%.
For CCCCCCCCCCCCOCCOCCOCCOCCO the results were Shiga toxin inh 4.2&-7.5, CHX counter 11.7&-2.0 and FBPA Giardia inh -0.5%&1.5%.
`COc1ccc(C(=O)CSc2nc(C)cc(=O)[nH]2)cc1C` gave HCV inhibitor 5.9%, Shiga toxin inh -5.6, CHX counter -2.8, Pf growth 96h -28.2% and FBPA Giardia inh -16.8%.
Screening CC(O)CNCCOc1ccccc1-c1ccccc1 (stereo not drawn) returned HCV inhibitor 19.2%, Shiga toxin inh -11.9, Pf growth 48h inconclusive, CHX counter -2.3, Pf growth 96h -3.1% and FBPA Giardia inh inconclusive.
Cc1ccc(NP(=O)(Oc2ccccc2F)Oc2ccccc2F)cc1C was read as HCV inhibitor 1.6%, Shiga toxin inh 1.2, Pf growth 48h -27.7%, CHX counter 6.4, Pf growth 96h inconclusive and FBPA Giardia inh -1.5%.
Screening O=C(NC1=NCCS1)c1cccc(OC(F)F)c1 returned HCV inhibitor -0.1%, Shiga toxin inh 75.8*, Pf growth 48h 415.9%[activator], CHX counter 36.3*, Pf growth 96h inactive and FBPA Giardia inh -6.4%.
`O=C(O)c1cc(S(=O)(=O)N2CCCCC2)ccc1N1CCCCC1` gave HCV inhibitor 1.1%, Pf growth 48h -16.3% and Pf growth 96h -12.4%.
Screening Cc1sc2ncnc(Sc3nnc4sc5ccccc5n34)c2c1C returned HCV inhibitor -0.4%, Shiga toxin inh -3.7, Pf growth 48h 2.94µM*, CHX counter -1.3, Pf growth 96h inconclusive and FBPA Giardia inh -4.4%.
COc1cc2ccccc2cc1C(=O)Nc1ccc(S(=O)(=O)Nc2cc(C)on2)cc1 was read as HCV inhibitor 3.4%, Shiga toxin inh -9.5, Pf growth 48h -25.2%, CHX counter -2.6, Pf growth 96h 64.4%[activator] and FBPA Giardia inh 7.9%.
`CCOC(=O)C1=C(N)OC2=C(C(=O)CCC2)C1c1ccc(C)s1` (stereo not drawn) gave HCV inhibitor 4.8%, Shiga toxin inh 79.8*, Pf growth 48h 10.0%, CHX counter 44.3* and FBPA Giardia inh -15.1%.
For CCc1nnc(SCC(=O)Nc2ccccc2Cl)nc1CC the results were HCV inhibitor inconclusive, Shiga toxin inh 0.3, Pf growth 48h 13.4%, CHX counter 3.1, Pf growth 96h 2.2% and FBPA Giardia inh 2.8%.

Source: PubChem BioAssay (National Center for Advancing Translational Sciences (NCATS))
